mlh1 rad18: NCI yeast anticancer drug screen, S. cerevisiae mlh1 rad18 strain; growth inhibition, % at 50 µM; 11% of 79,000 active;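 also: 0% = growth of vehicle-only cultures of the same strain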
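Steps: expose repair-defective yeast to compound; measure growth; express inhibition against vehicle-treated controls.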
yeast cln2 rad14: NCI yeast anticancer drug screen, S. cerevisiae cln2 rad14 strain; % growth inhibition at 50 µM; 8.3% of 78,000 active; AID 165;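 also: 0% = growth of vehicle-only cultures of the same strain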
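Readout is yeast growth inhibition versus vehicle-treated controls, using a strain with cln2 and rad14 alterations exposed to compound.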
sgs1 mgt1: NCI yeast anticancer drug screen, S. cerevisiae sgs1 mgt1 strain; growth inhibition, % at 50 µM; 10% of 78,000 active; AID 161;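 also: 0% = growth of vehicle-only cultures of the same strain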
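Mutant yeast exposed to compound; growth scored against vehicle-only wells.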
bub3: NCI yeast anticancer drug screen, S. cerevisiae bub3 mutant strain | 9.9% of 78,000 active | AID 167 | % growth inhibition at 50 µM;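 also: 0% = growth of vehicle-only cultures of the same strain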
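In this screen, a yeast mutant lacking normal mitotic checkpoint function is challenged with compound. Relative growth versus vehicle gives the inhibition value.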
yeast rad50: NCI yeast anticancer drug screen, S. cerevisiae rad50 strain | AID 155 | 10% of 79,000 active | % growth inhibition at 50 µM;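 also: 0% = growth of vehicle-only cultures of the same strain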
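DNA repair mutant yeast, compound exposure, growth read-out; inhibition is taken relative to vehicle.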
mec2-1: NCI yeast anticancer drug screen, S. cerevisiae mec2-1 strain. 9% of 79,000 active. AID 157. growth inhibition, % at 50 µM;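 also: 0% = growth of vehicle-only cultures of the same strain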
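Each compound was tested on mec2-1 yeast, a strain altered in DNA damage repair or cell cycle control. Growth inhibition is reported relative to vehicle.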
Active calls of the source: *; . = not tested or not shown. Rule as the data show it: active = growth inhibition above about 70%; inactive = the rest. Compounds were not picked by outcome; about 13% have a hit in one of these screens.

item	canonical_smiles	mlh1 rad18	yeast cln2 rad14	sgs1 mgt1	bub3	yeast rad50	mec2-1
1	O=C1C=C(c2ccccc2)Sc2ccccc2N1	53	-1	19	26	26	34
2	CCc1c(C)[nH]c2c([N+](=O)[O-])cccc12	95*	94*	95*	96*	95*	95*
3	CC(=O)Nc1ccc2c(c1)Cc1cc(N=C3C=CC(=O)O3)ccc1-2	1	25	49	30	29	16
4	COc1cccc(NC(=O)/C(Cc2nc3ccccc3nc2C)=N/NC(=O)C[n+]2ccccc2)c1	11	-16	-17	-12	14	7
5	Oc1ccc2ccccc2c1C=NCc1c(O)ccc2ccccc12	9	-39	-11	-44	4	-2
6	Cc1cc(C2(c3cc(C)c(O)c(C(=O)O)c3)OS(=O)(=O)c3ccccc32)cc(C(=O)O)c1O	-2	0	-7	-24	11	10
7	Cc1ccc(S(=O)(=O)CC(=O)CC(=O)C(C#N)c2cccc(Cl)c2)cc1 (stereo not drawn)	-14	-43	1	-3	-8	5
8	CC1OCCO1	-17	-23	-10	1	-6	18
9	C=CCOc1nc(N)nc(OCC=C)n1	5	-46	2	-26	-10	10
10	CC(N=C(N)N)C(=O)O (stereo not drawn)	14	-12	0	5	-12	9
11	O=C(NNC(=O)c1cc(/C=C/c2cccc([N+](=O)[O-])c2)[nH]c(=S)n1)Nc1ccc(Cl)cc1	26	1	9	18	-12	15
12	O=S(=O)(c1ccccc1)N1CCCCC1	26	-33	3	30	-23	5
13	Cc1ccc(-c2cc(=S)n(-c3ccccc3)c3nc(=S)n(-c4ccccc4)c(N)c23)cc1	26	-13	18	24	14	24
14	CN(C)N=Nc1c(-c2ccccc2)n[nH]c1-c1ccccc1	100*	100*	99*	100*	100*	100*
15	N#C/C=C\c1cccc(C#N)c1	-1	6	-18	-1	12	-10
16	CC(=O)OCc1ccc2c(c1)C(O)NC(=O)O2 (stereo not drawn)	56	16	52	-23	36	22
17	O=C(O)c1cc2c(cc1S(=O)(=O)O)C1C(C3C2C2(Cl)C(Cl)=C(Cl)C3(Cl)C2(Cl)Cl)C2(Cl)C(Cl)=C(Cl)C1(Cl)C2(Cl)Cl (stereo not drawn)	96*	94*	94*	95*	96*	95*
18	NC1CCCCC1N.O=S(=O)([O-])CCCNC1CCCCC1.O=S(=O)([O-])CCCNC1CCCCC1.[Pt+4]	16	-24	-16	-21	-6	-8
19	CC(=O)Oc1ccccc1C#CC(=O)O	15	-1	34	-1	17	26
20	CCOC(Nc1ccccc1[N+](=O)[O-])C(=O)c1ccccc1 (stereo not drawn)	13	29	1	24	21	8

As entered above:
Cc1cc(C2(c3cc(C)c(O)c(C(=O)O)c3)OS(=O)(=O)c3ccccc32)cc(C(=O)O)c1O in mlh1 rad18 → -2
Cc1ccc(-c2cc(=S)n(-c3ccccc3)c3nc(=S)n(-c4ccccc4)c(N)c23)cc1 in bub3 → 24
Oc1ccc2ccccc2c1C=NCc1c(O)ccc2ccccc12 in mec2-1 → -2
N#C/C=C\c1cccc(C#N)c1 in yeast rad50 → 12
COc1cccc(NC(=O)/C(Cc2nc3ccccc3nc2C)=N/NC(=O)C[n+]2ccccc2)c1 in yeast cln2 rad14 → -16
Cc1ccc(S(=O)(=O)CC(=O)CC(=O)C(C#N)c2cccc(Cl)c2)cc1 (stereo not drawn) in mec2-1 → 5
NC1CCCCC1N.O=S(=O)([O-])CCCNC1CCCCC1.O=S(=O)([O-])CCCNC1CCCCC1.[Pt+4] in bub3 → -21

By substructure: those above containing a carbonyl joined to an NH by a bond outside any ring
item	canonical_smiles	mlh1 rad18	yeast cln2 rad14	sgs1 mgt1	bub3	yeast rad50	mec2-1
3	CC(=O)Nc1ccc2c(c1)Cc1cc(N=C3C=CC(=O)O3)ccc1-2	1	25	49	30	29	16
4	COc1cccc(NC(=O)/C(Cc2nc3ccccc3nc2C)=N/NC(=O)C[n+]2ccccc2)c1	11	-16	-17	-12	14	7
11	O=C(NNC(=O)c1cc(/C=C/c2cccc([N+](=O)[O-])c2)[nH]c(=S)n1)Nc1ccc(Cl)cc1	26	1	9	18	-12	15

The list goes on.
item	canonical_smiles	mlh1 rad18	yeast cln2 rad14	sgs1 mgt1	bub3	yeast rad50	mec2-1
21	CC(C)(C)NC(=O)c1cccc(C(N)=O)n1	-1	-22	-12	-4	-10	-16
22	CNc1ccc(S(=O)(=O)NC)cc1N	-36	.	.	.	-25	-41
23	Cc1cc(O)cc(O)c1	-2	27	-4	-17	-7	2
24	Cc1c(C(=O)O)sc2ccc([N+](=O)[O-])cc12	-1	-47	-9	-13	-8	2
25	C/C(=C/CC1CCC2C3=CCC4CC(O)CCC4(C)C3CCC12C)C(C)C(C)C (stereo not drawn)	97*	82*	59	65	98*	74*
26	Cc1cc(Cl)c(Cl)cc1NC(=O)c1cccc(C(=O)Nc2cc(Cl)c(Cl)cc2C)c1	-29	-13	-13	5	-15	-15
27	NC(=O)[N+](=CC(=S)Nc1ccccc1Cl)C(N)=O	35	-16	-37	-33	-43	-43
28	CC(=O)O[C@@H]1CC(C)C2CC2C2=C(C(O)OC2O)[C@@H]1C(C)CCC=C(C)C (stereo partly drawn)	92*	90*	93*	92*	92*	94*
29	C[N+]1(CCC[N+]2(C)CC3C4C=CC(CC4)C3C2)CCOCC1 (stereo not drawn)	-7	23	-37	-30	-32	-29
30	O=C1NC2OC(C(O)CO)C(O)C2O1 (stereo not drawn)	-47	-13	-63	-33	-40	-4
31	COc1cc(CNc2nc3ccc(C(F)(F)F)cc3nc2-c2ccccc2)cc(OC)c1OC	-5	-10	-28	2	-14	-3
32	COc1cccc(N2C(=O)CSC2=S)c1	47	.	.	.	33	8
33	O=C1C(Cl)=C(N(C(=O)c2ccccc2)C(=O)c2ccccc2)C(=O)c2ccccc21	-52	74*	83*	86*	7	-4
34	N=C(Oc1ccccc1[N+](=O)[O-])c1ccccc1	11	-12	-15	-8	6	-24
35	COC1OC(CO)C(O)C(OC(C)=O)C1NC(=O)N(CCCl)N=O (stereo not drawn)	-9	7	-6	-8	-5	-13
36	CC(CC/C(=N/O)c1ccccc1)(CC/C(=N\O)c1ccccc1)[N+](=O)[O-] (stereo not drawn)	97*	92*	37	91*	11	97*
37	Cn1ccc2c3ccn(C)c3ccc21	23	57	-5	-20	-16	9
38	CC(O)c1cc(Cl)ccc1Cl (stereo not drawn)	-19	13	-28	-21	-44	-24
39	COc1ccc2c(C#N)cc3c(c[n+](C)c4ccccc34)c2c1	92*	81*	88*	78*	92*	86*
40	Oc1ccc2ccccc2c1/C=C/c1ccc2c(Br)cc(Br)c(O)c2n1	65	38	29	65	61	41
41	COc1ccc(CC(C)SC(CC(=O)O)C(=O)O)cc1 (stereo not drawn)	-8	-38	16	8	3	-1

Rewritten field by field: part of the list above
(26) Cc1cc(Cl)c(Cl)cc1NC(=O)c1cccc(C(=O)Nc2cc(Cl)c(Cl)cc2C)c1
  mlh1 rad18 = -29	yeast cln2 rad14 = -13	sgs1 mgt1 = -13	bub3 = 5	yeast rad50 = -15	mec2-1 = -15

(27) NC(=O)[N+](=CC(=S)Nc1ccccc1Cl)C(N)=O
  mlh1 rad18 = 35	yeast cln2 rad14 = -16	sgs1 mgt1 = -37	bub3 = -33	yeast rad50 = -43	mec2-1 = -43

Some entries already given with just mlh1 rad18 and mec2-1:
cpd | SMILES | mlh1 rad18 | mec2-1
41 | COc1ccc(CC(C)SC(CC(=O)O)C(=O)O)cc1 (stereo not drawn) | -8 | -1
30 | O=C1NC2OC(C(O)CO)C(O)C2O1 (stereo not drawn) | -47 | -4

Screening results: PubChem, NCI
